# VP16 counter: VP16 counterscreen qHTS for inhibitors of ROR gamma transcriptional activity; Drosophila S2 Gal4-VP16 UAS-luciferase, luminescence, 20 h; Potency, µM (highest dose often 53.6 µM), inactives show at the top dose activity, negative = inhibition, usual class: inhibitors; 310,000 compounds, 3.5% hits;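 also: Gal4-VP16 expression switched on by copper sulfate through the metallothionein promoter; potency is read from the fitted curve at half-maximal effect; % is scaled to controls: 0 for no effect and ±100 for the full control effect; nearly all actives have a fitted effect of over 50% in size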
# Rab9 promoter act: qHTS Assay for Rab9 Promoter Activators | Huh7 Rab9 promoter-luciferase reporter, luminescence, 24 h | 320,000 compounds, 2.8% hits | Potency, µM (titrated, usually from 9.22 µM), without a hit: top-dose activation, negative = inhibition, hits mostly activators | AID 485297, 2010; also: potency is read from the fitted curve at half-maximal effect; % of control where 0% means no effect; nearly all actives have a fitted effect of over 60% in size
#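 Steps: seed 1500 Huh7 Rab9-luc cells per well, rest 2 h at 37 °C; add compound in DMSO; incubate 24 h; add luciferase reagent, 10 min ambient; read luminescence.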
# ELG1 DNA repair: qHTS screen for small molecules that inhibit ELG1-dependent DNA repair in human embryonic kidney (HEK293T) cells expressing luciferase-tagged ELG1; HEK293T ELG1-luciferase reporter, luminescence, 16 h; DNA damage induced by 5-fluorouridine; Potency, µM (top dose mostly 46.1 µM), for inactives: top-dose activity change, negative = inhibition, hits mostly inhibitors; 330,000 compounds, 2.3% hits; AID 504467, 2011; also: potency is read from the fitted curve at half-maximal effect; % is scaled to controls: 0 for no effect and ±100 for the full control effect; nearly all actives have a fitted effect of over 55% in size
#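 Overnight (16 hr) co-exposure of 2,000 cells/well to 5-fluorouridine and compound at 37 °C preceded detection. Luciferase was quantified via ONE-Glo luminescence; loss of signal denotes inhibition.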
# NPC1 prom act: qHTS Assay for NPC1 Promoter Activators; Potency, µM (highest dose often 9.22 µM), for inactives: top-dose activation, hits mostly activators; Huh7 NPC1 promoter luciferase reporter, 24 h; AID 485313, 2010; 320,000 compounds, 2.4% hits;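 also: potency is read from the fitted curve at half-maximal effect; % of control where 0% means no effect; nearly all actives have a fitted effect of over 60% in size; reporter is driven by a mutant NPC1 promoter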
#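 NPC1 promoter–luciferase Huh7 cells; 24 h compound; luminescence.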
# ELG1 genotox: qHTS screen for small molecules that induce genotoxicity in human embryonic kidney (HEK293T) cells expressing luciferase-tagged ELG1; HEK293T ELG1-luciferase reporter, luminescence, 16 h; 330,000 compounds, 1.3% hits; Potency, µM (series often up to 46 µM), inactives show at the highest dose activity change, positive = activation, actives largely listed as activators; AID 504466, 2011; also: potency is read from the fitted curve at half-maximal effect; % of control where 0% means no effect; nearly all actives have a fitted effect of over 60% in size
#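 Reporter readout depends on ELG1 protein level, which increases with genetic stress. After 16 hr compound exposure at 37 °C, luciferase activity was quantified using ONE-Glo.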
# p53 reactivator: qHTS assay for re-activators of p53 using a Luc reporter. H1299 p53-A138V BP100-luciferase reporter, luminescence, 24 h. Potency, µM (doses to about 92.2 µM), for the others: at the highest dose activity change, positive = activation, hits mostly activators. 320,000 compounds, 0.063% hits. AID 504706, 2011; also: potency is read from the fitted curve at half-maximal effect; % of control where 0% means no effect; nearly all actives have a fitted effect of over 45% in size
#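 H1299 (p53-null), stable ts p53-A138V + BP100-Luc; 1000 cells/well, Opti-MEM/10% FBS; cpd 4 pt, 1:5; 24 h, 37 deg C, 5% CO2; detection reagent 10 min RT; luminescence.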
# Tb PFK block: qHTS Assay to Find Inhibitors of T. brucei phosphofructokinase; T. brucei PFK, ADP-Glo luminescence; Potency, µM (highest dose often 57.5 µM), inactives show top-dose activity, negative = inhibition, most hits filed as inhibitors; 330,000 compounds, 0.17% hits; AID 485367, 2010;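 also: potency is read from the fitted curve at half-maximal effect; 0% = uninhibited 1x PFK enzyme wells and -100% = no-enzyme wells; nearly all actives have a fitted effect of over 60% in size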
#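 In TEA buffer at pH 8.0 with 5 mM MgCl2, enzyme (1.25 nM) converted F6P (0.5 mM) and ATP (0.1 mM) for 45 min at room temperature. ADP product was read by luciferase luminescence.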
# TRPV1 ag: HTS Assay for Compounds that Act as Agonists of the Vanilloid Receptor 1. Transient receptor potential cation channel subfamily V member 1 (Homo sapiens), Q8NER1. TRPV1-expressing cells, Fluo-8 calcium influx, agonist mode. activation, % at 8.33 µM. 320,000 compounds, 0.19% hits. AID 540275, 2011; in the data active = activation above about 80%; inconclusive = between about 30% and that limit; also: 0% is about no effect
#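 Cells expressing TRPV1 were dye-loaded with Fluo-8 and read kinetically: 10 s baseline, 3 min after compound (agonist portion), then 2 min after EC20 capsaicin (allosteric enhancer portion). Calcium-bound dye fluorescence at 480/520 nm.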
# BRCA1 expr act: qHTS Assay to Identify Small Molecule Activators of BRCA1 Expression; MCF7-BRCA1-FFLuc reporter, luminescence, 48 h; response scale: scaled: vehicle 0%, 10 µM genistein 100%; 380,000 compounds, 1.1% hits; AID 624202, 2012; Potency, µM (top dose mostly 46.1 µM), inactives show at the highest dose activation, most hits filed as activators; also: potency is read from the fitted curve at half-maximal effect; nearly all actives have a fitted effect of over 80% in size; some results filed as inactive show a strong effect at the top dose
#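 Reporter cells (MCF7, BRCA1 promoter-firefly luciferase) received library compounds across a concentration series for 48 h. End-point luminescence was measured and concentration-effect curves derived after normalization.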
# FLuc modulator: qHTS profiling assay for firefly luciferase inhibitor/activator using purifed enzyme and Km concentrations of substrates (counterscreen for miR-21 project). Luciferin 4-monooxygenase (Photinus pyralis), P08659. purified FLuc, Km substrates, luminescence inhibition. Potency, µM (top dose mostly 57.5 µM), for the others: at the highest dose activity change, negative = inhibition, actives largely listed as inhibitors. 360,000 compounds, 6.9% hits. AID 588342, 2011;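 also: potency is read from the fitted curve at half-maximal effect; plate controls were vehicle for no effect and reference inhibitor for full effect; nearly all actives have a fitted effect of over 55% in size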
# Target sequence (P08659 whole entry, looked up): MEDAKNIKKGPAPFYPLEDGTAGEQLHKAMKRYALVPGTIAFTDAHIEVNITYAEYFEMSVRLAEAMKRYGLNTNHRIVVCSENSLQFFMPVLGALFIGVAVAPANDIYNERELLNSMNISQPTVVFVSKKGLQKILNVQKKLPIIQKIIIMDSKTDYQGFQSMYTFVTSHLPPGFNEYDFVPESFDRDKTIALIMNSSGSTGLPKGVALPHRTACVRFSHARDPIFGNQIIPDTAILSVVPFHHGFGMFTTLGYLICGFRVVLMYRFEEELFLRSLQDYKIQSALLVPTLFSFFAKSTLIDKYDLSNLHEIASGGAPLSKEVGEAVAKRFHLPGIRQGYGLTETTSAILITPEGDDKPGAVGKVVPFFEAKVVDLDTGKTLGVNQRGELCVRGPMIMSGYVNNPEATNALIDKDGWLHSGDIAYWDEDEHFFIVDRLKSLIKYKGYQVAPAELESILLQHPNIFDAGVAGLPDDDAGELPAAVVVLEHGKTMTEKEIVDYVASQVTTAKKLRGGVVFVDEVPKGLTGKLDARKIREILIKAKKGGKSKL
#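 Biochemical qHTS of compounds, final roughly 60 µM downward over six points, against 10 nM purified firefly luciferase using Km concentrations of substrates (10 uM D-luciferin, 10 uM ATP) in Tris acetate pH 7.5 buffer; luminescence output.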
# RORg inh: qHTS for inhibitors of ROR gamma transcriptional activity; Drosophila S2 Gal4-RORgamma UAS-luciferase reporter, 20 h; Potency, µM (top dose mostly 53.6 µM), for inactives: top-dose activity change, negative = inhibition, actives largely listed as inhibitors; 310,000 compounds, 5.4% hits; AID 2551, 2010; also: potency is read from the fitted curve at half-maximal effect; % is scaled to controls: 0 for no effect and ±100 for the full control effect; nearly all actives have a fitted effect of over 60% in size
# Target sequence (P51450 whole entry, looked up, the tested form may be a part): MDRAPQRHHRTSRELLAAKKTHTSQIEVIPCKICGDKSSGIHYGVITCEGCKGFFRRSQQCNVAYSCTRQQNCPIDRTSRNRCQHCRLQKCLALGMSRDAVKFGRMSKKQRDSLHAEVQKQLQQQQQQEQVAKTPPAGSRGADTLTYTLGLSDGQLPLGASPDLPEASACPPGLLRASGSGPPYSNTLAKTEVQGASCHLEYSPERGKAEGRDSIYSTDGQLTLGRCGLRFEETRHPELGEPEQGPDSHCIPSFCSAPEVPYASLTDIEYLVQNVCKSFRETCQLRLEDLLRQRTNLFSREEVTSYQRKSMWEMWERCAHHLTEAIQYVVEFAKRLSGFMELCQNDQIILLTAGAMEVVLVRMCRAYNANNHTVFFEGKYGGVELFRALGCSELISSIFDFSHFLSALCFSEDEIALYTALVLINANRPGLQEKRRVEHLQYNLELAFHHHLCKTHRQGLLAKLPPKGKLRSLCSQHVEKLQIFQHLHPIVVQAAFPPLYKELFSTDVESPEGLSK
#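 Using a luciferase readout, inhibitors were identified by reduced reporter activity in Drosophila cells coexpressing a copper-inducible Gal4–ROR gamma fusion and UAS-driven Photinus luciferase, incubated 20 hr after 700 uM copper sulfate.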
# * marks the source's active call; other numbers are inactive results; u = inconclusive; x = not tested or not shown; [ ] = dose if it differs, or a comment. Unless noted, calls follow the shape of the dose curve; as a rule, active = well fitted curve in the direction sought with a large enough effect; inconclusive = small, poorly fitted or top-dose-only effect, or another doubt; inactive = no such curve, though single readings can be large; an effect the other way counts as inactive or inconclusive.
SMILES,VP16 counter,Rab9 promoter act,ELG1 DNA repair,NPC1 prom act,ELG1 genotox,p53 reactivator,Tb PFK block,TRPV1 ag,BRCA1 expr act,FLuc modulator,RORg inh
C=CCn1c(C)cc(C(=O)CSc2nc3ccccc3[nH]2)c1C,13µM*,0.32µM*,u,0.13µM*,u,1%,3%,u,u,0.3µM*,10µM*
CCNc1nc(NC#N)nc(SCC(=O)OCC)n1,-1%,-3%,-3%,-2%,1%,-5%,0%,0,5%,2%,-18%
CCN(CC)c1ccc(C(=O)OCC(=O)c2ccco2)cc1,4%,21%,u,u,u,u,3%,13,8.9µM*,15µM*,11%
COc1ccc(C2C(C(=O)NCc3ccccn3)c3ccccc3C(=O)N2C)cc1OC (centres undefined),-17%,3%,13%,1%,-7%,-23%,1%,-1,3%,-9%,-17%
COc1ccc(C(CNc2ccc(S(=O)(=O)N3CCN(C)CC3)cc2[N+](=O)[O-])N(C)C)cc1 (centres undefined),x,-3%,-3%,-1%,0%,1%,0%,1,-13%,3%,x
COc1ccc(CNC(=S)N/N=C/c2ccncc2)cc1,u,0%,7%,-1%,5%,-1%,0%,-1,0%,-2%,u
Cc1ccc(CNC(=O)c2oc3ccc(S(=O)(=O)N4CCOCC4)cc3c2C)cc1,1%,-1%,u,0%,-20%,-5%,-4%,1,-17%,3%,-3%
CCC1(CC)NC(=O)N(CC(=O)OCC(=O)NC(=O)c2ccccc2)C1=O,6%,-7%,3%,-1%,-4%,1%,0%,1,-1%,-1%,0%
Cc1cc2c(cc(C(=O)OC(C(=O)NC3CCCCC3)C(C)C)n2C)o1 (centres undefined),x,-6%,-1%,-4%,6%,-11%,5%,u,-23%,0%,x
CC(=O)Nc1ccc(SCc2ncc(-c3ccccc3)o2)cc1,-17%,0.71µM*,u,1.4µM*,u,u,0%,2,u,13µM*,-20%
Cc1c(NC(=O)N2CCCCCC2)c(=O)n(-c2ccccc2)n1C,3%,12%,11%,-1%,-2%,-7%,7%,-2,5%,6%,-14%
CCCNC(=O)COC(=O)c1cc(SC)ccc1Cl,-1%,0%,0%,-3%,4%,1%,-5%,3,16%,-2%,26%
CN(C)c1ccc(NC(=O)C(=O)NCCOc2ccccc2)cc1,2%,15%,22%,1%,-3%,0%,4%,2,-21%,-2%,1%
CCOC(=O)c1c(NC(=O)Cc2cccs2)sc(C)c1C,1%,-6%,-25%,1%,u,-1%,1%,5,-5%,3%,-10%
CC(C)N1CCc2c(sc(NC(=O)C3CCCCC3)c2C(N)=O)C1,-27%,-5%,u,-1%,2%,x,0%,1,-25%,8%,-38%
O=C1NC(C(F)(F)F)(C(F)(F)F)N=C2SC=CN12,11%,-2%,0%,-4%,1%,0%,3%,0,2%,-2%,-6%
Cc1ccc(-n2c(=S)sc3c(=O)n(-c4ccccc4F)c(SCC(=O)O)nc32)cc1C,-4%,-1%,4%,-2%,-1%,0%,-4%,-1,0%,5%,11%
FC(F)(F)c1cnc(N2CCSCC2)c(Cl)c1,3%,-4%,19%,-6%,1%,1%,0%,0,5%,0%,-4%
CC(=O)COc1ncn(-c2ccccc2)n1,-25%,9%,u,5%,1%,8%,1%,-5,34%,-2%,-39%
CN(C)CCCNS(=O)(=O)c1ccc(N2CCC(c3ccc(Cl)cc3)=N2)cc1,0%,-2%,u,-5%,u,-20%,0%,2,x,-10%,-18%
Cc1ccc(N2CC(C)Cn3c2nc2c3c(=O)n(CC(=O)OCc3ccccc3)c(=O)n2C)cc1C (centres undefined),-8%,4%,u,-3%,-10%,-1%,-14%,0,-21%,0%,-22%
Cc1cc(C)cc(-n2ccn(CC(=O)NCCc3ccccc3)c(=O)c2=O)c1,-7%,8%,17%,-1%,1%[9.26 µM],-6%,-1%,5,-18%,0%,-7%
CCNc1cc(=O)n(C)c(=O)n1C,-2%,2%,u,2%,0%,-9%,2%,-1,-9%,-2%,-2%
Cc1cc(C)c(-c2cc(NC(=O)COC(=O)c3ccc(NC(=O)CC#N)cc3)n(-c3ccccc3)n2)cc1C,x,9%,-19%,12%,-6%,-13%,-8%,-1,-4%,-15%,x
O=S(=O)(Cc1cccc(C(F)(F)F)c1)c1ncn[nH]1,15%,-2%,3%,11%,-3%,-3%,-2%,-8,-14%,-5%,1%
CCOC(=O)Cn1c(=NC(=O)CSC(C)=O)sc2cc(OC)ccc21,0%,-3%,25%,9%,7%,5%,0%,-2,-7%,-2%,-10%
COc1cc(CN2CCSCC2)c([N+](=O)[O-])cc1OC,-1%,2%,-19%,0%,-7%,7%,-1%,5,-17%,-1%,5%[1.91 µM]
Cc1cc(C(=O)CN2C(=O)C(=O)N(Cc3ccccc3)C2=O)c(C)n1Cc1ccccc1,x,x,16%,x,1%,2%,-7%,x,-11%,x,x
Cc1cc(-c2ccco2)n(CC(=O)NCCN(C)C)n1,14%,8%,2%,-2%,11%,0%,1%,-3,0%,-1%,4%
COc1ccccc1NC(=O)NC1(C(=O)N2CCOCC2)CCCCC1,5%,-5%,12%,0%,-1%,5%,0%,-3,-2%,-1%,-5%

# Quoted from the listing for reference:
SMILES,VP16 counter,Rab9 promoter act,ELG1 DNA repair,NPC1 prom act,ELG1 genotox,p53 reactivator,Tb PFK block,TRPV1 ag,BRCA1 expr act,FLuc modulator,RORg inh
O=C1NC(C(F)(F)F)(C(F)(F)F)N=C2SC=CN12,11%,-2%,0%,-4%,1%,0%,3%,0,2%,-2%,-6%
Cc1ccc(-n2c(=S)sc3c(=O)n(-c4ccccc4F)c(SCC(=O)O)nc32)cc1C,-4%,-1%,4%,-2%,-1%,0%,-4%,-1,0%,5%,11%
FC(F)(F)c1cnc(N2CCSCC2)c(Cl)c1,3%,-4%,19%,-6%,1%,1%,0%,0,5%,0%,-4%
CC(=O)COc1ncn(-c2ccccc2)n1,-25%,9%,u,5%,1%,8%,1%,-5,34%,-2%,-39%
CN(C)CCCNS(=O)(=O)c1ccc(N2CCC(c3ccc(Cl)cc3)=N2)cc1,0%,-2%,u,-5%,u,-20%,0%,2,x,-10%,-18%
Cc1ccc(N2CC(C)Cn3c2nc2c3c(=O)n(CC(=O)OCc3ccccc3)c(=O)n2C)cc1C (centres undefined),-8%,4%,u,-3%,-10%,-1%,-14%,0,-21%,0%,-22%
Cc1cc(C)cc(-n2ccn(CC(=O)NCCc3ccccc3)c(=O)c2=O)c1,-7%,8%,17%,-1%,1%[9.26 µM],-6%,-1%,5,-18%,0%,-7%
CCNc1cc(=O)n(C)c(=O)n1C,-2%,2%,u,2%,0%,-9%,2%,-1,-9%,-2%,-2%

# Remaining list, next part:
SMILES,VP16 counter,Rab9 promoter act,ELG1 DNA repair,NPC1 prom act,ELG1 genotox,p53 reactivator,Tb PFK block,TRPV1 ag,BRCA1 expr act,FLuc modulator,RORg inh
CN(C(=O)COC(=O)c1cc[n+]([O-])cc1)c1ccccc1,-10%,7%,20%,-4%,3%,16%,-3%,-1,11%,6%,-4%
COCCNC(=O)COc1cc(=O)n(C)c2ccccc12,-4%,-3%,u,-3%,3%,1%,10%,1,-19%,-9%,-22%
CC(C)N(C(=O)C[n+]1ccc(/C=N/O)cc1)C(C)C,u,14%,18%,-2%,1%,4%,-1%,4,8%,-1%,-20%
C/C(=N\NC(=O)c1cccc(S(=O)(=O)N2CCOCC2)c1)c1ccc(C#N)cc1,x,0%,-9%,-1%,-2%,x,-5%,2,-21%,2%,x
COCCCNC(=O)c1ccc2c(=O)n(Cc3ccc(Cl)cc3)c(=S)[nH]c2c1,u,-1%,-3%,-2%,4%,1%,-6%,3,-3%,2%,18µM*
O=C(CCN1C(=O)c2ccccc2S1(=O)=O)Nc1ccc(F)c(F)c1F,x,-2%,-9%,-3%,1%,-1%,-1%,-2,2%,-2%,x

# Screens as filed in PubChem BioAssay.
